proKLK7 act = proKLK7 zymogen activators, primary screen, biochemical, fluorescence intensity; 0.9% of 370,000 active; purified proKLK7, EDANS-DABCYL substrate fluorescence; 100% is mature enzyme control, 0% vehicle; activation, % at 7 µM; Kallikrein-7 (Homo sapiens), P49862;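 active = activation above the mean of all tested compounds plus 3 SD, computed per campaign excluding outliers beyond control limits, cut at about 13% in these data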
Target sequence (P49862 whole entry, looked up): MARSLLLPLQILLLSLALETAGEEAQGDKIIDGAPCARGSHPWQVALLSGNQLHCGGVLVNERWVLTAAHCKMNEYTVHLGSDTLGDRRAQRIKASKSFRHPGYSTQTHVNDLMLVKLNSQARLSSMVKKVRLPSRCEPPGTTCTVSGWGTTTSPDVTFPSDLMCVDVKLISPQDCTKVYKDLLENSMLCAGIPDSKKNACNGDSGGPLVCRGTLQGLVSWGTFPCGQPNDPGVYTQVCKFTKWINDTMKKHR
NPR2 activator = human GC-B receptor activators, primary screen, HEK293 GC-B cells, cGMP TR-FRET, EC30 CNP; 0.11% of 370,000 active; AID 1920062, 2024; activation, % at 10 µM; 0% at EC30 CNP, 100% saturating CNP; Atrial natriuretic peptide receptor 2 (Homo sapiens), P20594;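 active = activation at 10 µM reaching about 35% in either raw or pattern-adjusted values, limit read from the data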
hcDAF-12 act = H. contortus DAF-12 nuclear receptor activators, primary screen, cell-based, luminescence, HEK293, lit1-tk-luc reporter. activation, % at 6.8 µM. 1.4% of 370,000 active. HEK293 hcDAF-12 lit1-tk-luc reporter; 0% DMSO, 100% Δ7-dafachronic acid;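 active = activation above the mean of all tested compounds plus 3 SD, cut at about 5.5% in these data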;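 note: 100% = response to 3 µM Δ7-dafachronic acid high control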
GAA850 FXN act = FXN promoter activators, primary screen, cell-based, luciferase luminescence, HEK293 lucGAA850. AID 540364, 2011. 0.56% of 360,000 active. HEK293 lucGAA850 FXN promoter luciferase reporter, 24 h; percent of 10 µM SAHA response. activation, % at 6 µM;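 active = activation above the average of all compounds screened plus 3 SD, cutoff fixed separately per campaign, cut at about 7.5% in these data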;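 note: 0% = DMSO wells and 100% = 10 µM SAHA wells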
DAX1 inh-1 = DAX1 (NR0B1) inhibitors on StAR promoter, primary screen, cell-based, luminescence, SF-1 (NR5A1), full-length DAX-1; HEK293T StAR-luciferase reporter, SF-1/DAX-1 repression relief; inhibition, % at 6.8 µM; 1.1% of 370,000 active; AID 652010, 2013;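 active = inhibition above the mean over all tested compounds plus 3 SD, cut at about 3.6% in these data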;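 note: 0% = DAX-1 cells with DMSO and 100% = cells lacking DAX-1 with DMSO; higher inhibition means more luminescence from relief of DAX-1 repression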
hgDAF12 agonist = H. glycines DAF-12 receptor agonists, primary screen, cell-based, luminescence, HEK293, GAL4 fusion, UAS-luciferase | Nuclear hormone receptor DAF-12 (Heterodera glycines), GAL4 fusion | HEK293 GAL4-hgDAF12 UAS-luciferase reporter, agonist luminescence; normalized to butyrate control | activation, % at 6.8 µM | 1.8% of 370,000 active | AID 687014, 2013;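 active = activation above a cutoff set at the mean of all screened compounds plus 3 SD, cut at about 10% in these data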;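 note: 0% = DMSO wells and 100% = sodium butyrate wells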
GC-A act = GC-A stimulated cGMP production enhancers – HEK293 GC-A cells, cGMP TR-FRET, EC30 ANP, primary screen. Atrial natriuretic peptide receptor 1 (Homo sapiens), P16066. 0.14% of 370,000 active. 0% at EC30 ANP, 100% saturating ANP. AID 1671463, 2021. activation, % at 10 µM; in the data active = activation above about 40%
DAX1 inh-2 = DAX1 (NR0B1) inhibitors, primary screen, cell-based, HEK293, Gal4-DAX1, luciferase luminescence; HEK293 Gal4-DAX1 luciferase reporter; inhibition, % at 6.75 µM; 0.99% of 340,000 active; Nuclear receptor subfamily 0 group B member 1 (Homo sapiens), P51843; AID 504766, 2011;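 active = inhibition above the mean over all tested compounds plus 3 SD, cut at about 4.2% in these data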;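 note: 0% = DAX1-transfected cells with DMSO and 100% = empty-vector control cells with DMSO; inhibition shows as a rise in luminescence from relieved DAX1 repression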
Target sequence (P51843 207-470 limits assumed): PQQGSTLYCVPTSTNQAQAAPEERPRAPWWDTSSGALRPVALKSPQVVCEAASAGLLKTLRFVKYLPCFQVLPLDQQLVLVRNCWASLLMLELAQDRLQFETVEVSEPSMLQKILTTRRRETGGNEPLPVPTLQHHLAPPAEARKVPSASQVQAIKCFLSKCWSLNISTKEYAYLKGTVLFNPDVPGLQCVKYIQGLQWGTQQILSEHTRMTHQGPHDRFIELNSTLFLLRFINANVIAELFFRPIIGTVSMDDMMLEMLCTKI
sPLA2-III inh = human group III sPLA2 inhibitors, primary screen, biochemical, QFRET, BODIPY PC-A2 liposome substrate | Group 3 secretory phospholipase A2 (Homo sapiens), Q9NZ20 | QFRET BODIPY PC-A2 liposome hydrolysis, fluorescence | inhibition, % at 12.2 µM | 0.56% of 370,000 active;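 active = inhibition above mean plus 3 SD of compounds lying within the high and low control bounds, cut at about 19% in these data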;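 note: 0% = median of test compound wells and 100% = no enzyme DMSO wells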
Target sequence (Q9NZ20 whole entry, looked up): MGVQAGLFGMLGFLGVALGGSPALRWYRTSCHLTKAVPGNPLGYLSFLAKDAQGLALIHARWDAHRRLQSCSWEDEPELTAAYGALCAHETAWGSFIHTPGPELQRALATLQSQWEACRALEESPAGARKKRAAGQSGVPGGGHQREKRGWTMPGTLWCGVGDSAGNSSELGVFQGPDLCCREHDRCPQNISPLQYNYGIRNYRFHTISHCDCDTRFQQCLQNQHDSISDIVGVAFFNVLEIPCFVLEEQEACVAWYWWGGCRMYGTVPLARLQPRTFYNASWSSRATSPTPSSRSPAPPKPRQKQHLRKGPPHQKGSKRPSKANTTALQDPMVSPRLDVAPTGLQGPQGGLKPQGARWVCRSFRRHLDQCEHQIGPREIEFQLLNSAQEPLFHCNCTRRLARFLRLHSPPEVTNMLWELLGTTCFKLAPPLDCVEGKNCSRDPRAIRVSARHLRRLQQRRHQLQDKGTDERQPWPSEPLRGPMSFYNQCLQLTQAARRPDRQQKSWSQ
SMARCA2 activ = SMARCA2 (BRM) function activators, primary screen, cell-based, luminescence, high throughput; MG213 cells, MMTV-luciferase reporter, dexamethasone, overnight; activation, % at 9.1 µM; 1% of 370,000 active; AID 652017, 2013; in the data active = activation above about 7.8%;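 note: 0% = vehicle wells and 100% = reference activator wells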
ssDAF-12 act = S. stercoralis DAF-12 nuclear receptor activators, primary screen, cell-based, luminescence, HEK293, GRIP1 co-expression, lit1-tk-luc | 1% of 370,000 active | HEK293 ssDAF-12/GRIP1 lit1-tk-luc reporter; % of 3 µM dafachronic acid response | activation, % at 6.8 µM | Nuclear hormone receptor DAF-12 (Strongyloides stercoralis);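 active = activation above the mean over all tested compounds plus 3 SD, cut at about 0.9% in these data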;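 note: 0% = DMSO-only wells and 100% = 3 µM delta7-dafachronic acid wells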
Active calls of the source: *; . = not tested or not shown.

SMILES	proKLK7 act	NPR2 activator	hcDAF-12 act	GAA850 FXN act	DAX1 inh-1	hgDAF12 agonist	GC-A act	DAX1 inh-2	sPLA2-III inh	SMARCA2 activ	ssDAF-12 act
CCn1cc(C(=O)O)c(=O)c2cnc(N3CCN(C(=S)NC(=O)c4ccc(F)c(F)c4)CC3)nc21	0.1	-1	1.2	2.4	0.2	0.0	0	-0.9	4	-2	-0.4
Cc1nn(-c2ccccc2)nc1C(=O)NNC(=O)c1cccc2ccccc12	0.1	-3	-0.5	1.2	0.6	-0.3	0	1.4	-25	-2	-1.3
COc1cc(OC)c(NC(=O)C(=O)CC(=O)c2ccc(C)cc2C)cc1Cl	0.3	-4	-0.8	1.5	-0.5	-1.2	-3	2.4	0	-3	-0.8
CCN(CC)c1nc2c(c(=O)[nH]c(=O)n2C)n1CCCc1ccccc1	0.2	0	-3.1	1.6	-0.1	-1.2	3	-2.8	-1	1	-1.9
Cc1cc(C)cc(NC(=O)Cn2nnc(C(=O)NCc3ccc(F)cc3)c2N)c1	-0.2	-2	-0.1	-0.5	-0.4	-4.1	-3	-0.1	0	-2	-1.3
C=CCn1c(SCC(=O)Nc2nc(C)cs2)nnc1C(CO)NC(=O)c1ccccc1 (configuration not stated)	0.6	-1	-1.7	0.1	0.2	0.7	7	0.3	-3	0	-1.1
CC(C)C(C(=O)Nc1ccc2c(c1)OCO2)N1C(=O)c2ccccc2C1=O (configuration not stated)	-0.1	3	-0.9	1.5	0.1	1.0	-7	0.8	-1	-1	-1.9
CS(=O)(=O)Nc1cccc(NC(=O)c2cccc3c(-c4cccc(C(N)=O)c4)coc23)c1	0.8	18	-1.5	-3.5	-3.2	2.0	4	.	-25	4	-1.0
Cc1ccc(NC(=O)C2CCN(S(C)(=O)=O)CC2)cc1	-0.4	0	-0.9	0.0	-0.5	0.6	1	0.1	-1	-2	-0.6
O=C1CSCc2nc3ccccc3n21	0.5	1	4.2	-1.5	0.1	0.4	0	1.3	1	1	-0.2
COc1ccc(CNC(=O)C2(CC3CC(c4ccccc4)=NO3)CCN(C(=O)c3cccc(O)c3)CC2)cc1 (configuration not stated)	-0.3	-5	-1.8	5.3	-0.5	-1.9	0	-0.8	-27	2	-1.5
c1ccc(Cn2c(-c3ccco3)nc3nc4ccccc4nc32)cc1	-41	-8	0.6	6.3	1.5	6.6	3	1.6	-1	6	0.1
CCC(C)n1c(S(=O)(=O)O)nc2ccccc21 (configuration not stated)	0.0	1	-1.9	-2.0	-0.3	1.2	4	0.9	-6	-1	-1.3
COc1ncnc(OC)c1S(=O)(=O)Nc1ccc(C(F)(F)F)cc1	-0.1	1	-0.2	0.5	-0.6	0.2	2	1.7	-1	-3	-1.1
COc1cc(/C=N/Nc2ccccn2)ccc1O	-1.2	1	7.3*	2.4	2.3	12*	-1	4.3*	1	9.6*	0.0
Cc1cc(C)c(NC(=O)CCCC(=O)O)c(Cl)c1	-0.1	-2	0.3	-0.5	-0.5	-2.3	-2	0.9	13	0	-1.7
O=C(Nc1ncccc1O)c1ccc2ccccc2c1	0.6	-3	9.9*	-0.2	10*	12*	-3	-0.5	-13	6	-0.1
COc1ccc(N(CC2CO2)S(=O)(=O)c2ccccc2)cc1 (configuration not stated)	-1.0	-2	-2.0	2.4	-0.1	-0.1	-1	-0.6	3	-3	-1.4
Cc1[nH]c2ccccc2c1SCC(=O)Nc1nccs1	0.2	-1	-0.5	-0.7	-0.7	4.7	1	-1.1	-1	0	-1.2
CN(C)CCNC(=O)c1nn(C)c2c1CCc1ccccc1-2	0.0	3	-2.9	-0.6	0.0	-0.4	2	1.9	2	1	-1.1
CCOc1ccc(Nc2nc(N)c([N+](=O)[O-])c(NCc3ccccc3)n2)cc1	0.1	12	-1.1	2.5	-0.4	-1.2	16	-2.4	2	-2	-0.7
COc1cccc(CN(C)C(=O)C23CC4CC(CC(NC(C)=O)(C4)C2)C3)c1OC	0.1	4	-0.7	-1.1	-0.2	-1.0	2	0.3	2	-1	-0.9
Nc1nc(N)nc(-c2ccc([N+](=O)[O-])o2)n1	-0.1	1	-0.2	-0.4	-0.3	-3.4	0	1.1	0	1	-1.1
Cn1nc(-c2ccccc2)cc1NS(=O)(=O)c1ccc(C#N)cc1	-0.5	1	-0.4	-1.0	-0.3	0.3	1	4.3*	-6	-4	-1.2
CCOC(=O)c1ccc(N(CC(=O)NC2CCCCC2)C(=O)CNC(=O)c2ccco2)cc1	-0.7	-1	-0.3	-0.3	-0.2	-1.5	-6	-1.1	-8	-2	-1.4
CC(C)Oc1ccc(C(=O)/C(=C\c2cccs2)c2nc3ccccc3o2)cc1	-0.2	-3	-2.1	-3.5	-0.9	-3.0	-1	-2.8	-15	1	-1.2
Cc1cccc(C(=O)NNC(=O)c2ccco2)c1O	-0.3	3	-0.5	5.0	2.2	5.8	4	-0.1	2	0	-0.2
O=C1c2ccccc2-c2c1cccc2C(=O)N(CCO)CCO	0.3	-2	0.0	0.1	0.4	2.1	-4	0.7	-1	-2	-0.8
Cc1cccc(NC(=O)C2C(c3ccccc3)C2(Cl)Cl)c1C (configuration not stated)	0.6	5	-1.8	0.9	-0.1	0.5	6	-1.2	2	-1	-1.0
N#Cc1nc(N)nc(N(c2ccccc2)c2ccccc2)n1	0.7	2	-1.6	1.3	-1.0	1.0	4	0.8	-6	-2	-1.2
CNC(=S)N1CCN(C(=O)C2CCCO2)CC1 (configuration not stated)	-0.5	5	-0.2	0.5	-0.3	-1.7	5	0.0	-3	-1	-1.1
CC(CN1CCOCC1)OC(=O)c1ccc(Br)cc1 (configuration not stated)	0.2	-8	-0.3	0.3	0.8	0.3	10	0.5	4	0	-0.1
O=C(OCCN1CCN(C2=NS(=O)(=O)c3ccccc32)CC1)c1cccc(Br)c1	0.1	-8	-0.2	-0.1	-0.8	-0.9	-5	-0.1	-1	-2	-0.8
COc1ccccc1C(=O)C1CCCN(C(=O)c2ccccn2)C1 (configuration not stated)	-0.3	4	0.2	0.1	0.0	-2.0	-1	0.1	17	-3	0.6
CCC1=C2CC[C@H]3C(=O)N(C)C(=O)[C@H]3[C@H]2[C@@]2(Cc3ccccc3)C(=NCCOC)OC(=O)N2C1=O	0.0	-2	-1.5	1.4	-0.1	0.1	-2	0.6	-4	0	-1.1
COCCN(C(=O)COC(=O)c1ccc(C)o1)c1c(N)n(Cc2ccccc2)c(=O)[nH]c1=O	-0.3	1	0.6	1.6	0.5	1.8	4	0.2	12	-5	-0.9
Cc1ccc(OCC(=O)NNC(=O)C2CCN(c3ncnc4sc(C)c(C)c34)CC2)cc1	0.3	-6	0.9	1.7	-3.4	3.2	-11	-0.9	-21	-1	-0.7
CCOC(=O)c1c(-c2ccc(C)cc2)csc1NC(=O)C1CCCO1 (configuration not stated)	0.4	5	-3.0	-1.7	-0.6	0.3	1	-1.1	-8	-2	-1.3
Cc1cccc(C)c1NC(=O)CN1CCC(Cc2ccccc2)CC1	0.0	11	2.0	.	-1.1	9.2	0	.	-4	-2	-1.7
O=[N+]([O-])c1ccc(/C=N/N2CCCCC2)cc1	-0.4	1	4.0	5.0	0.9	5.9	10	4.4*	8	3	0.1
CCn1c(CCC(=O)O)nc2cc(S(=O)(=O)N(C)C)ccc21	0.6	3	0.2	-2.1	0.6	-3.7	6	-0.4	7	-5	-0.9
Cc1cc(=O)oc2cc(OC(=O)CCN3C(=O)c4ccccc4C3=O)ccc12	58*	-12	-0.1	0.0	0.3	3.1	2	0.5	-3	1	-1.4
CC(=O)Nc1cccc(NS(=O)(=O)c2cccc3nsnc23)c1	-0.5	1	-0.6	1.8	-1.1	-0.5	-4	-0.4	-4	1	-1.4
CCOc1ccc(C(=O)NCC(=O)OCC(=O)Nc2ccc(C)c(S(=O)(=O)N(C)C)c2)cc1	0.0	0	-1.0	0.1	-0.1	-1.1	-1	0.5	-5	1	-1.2
CC(=O)N1CCc2[nH]c3ccc(C)cc3c2C1	3.2	-4	-1.3	-0.2	-0.1	0.4	0	-0.2	-5	3	-0.8

Just sPLA2-III inh, proKLK7 act and SMARCA2 activ, for 3 of the compounds above:
| Molecule | sPLA2-III inh | proKLK7 act | SMARCA2 activ |
| --- | --- | --- | --- |
| COc1ccccc1C(=O)C1CCCN(C(=O)c2ccccn2)C1 (configuration not stated) | 17 | -0.3 | -3 |
| CCn1c(CCC(=O)O)nc2cc(S(=O)(=O)N(C)C)ccc21 | 7 | 0.6 | -5 |
| Cc1cccc(C)c1NC(=O)CN1CCC(Cc2ccccc2)CC1 | -4 | 0.0 | -2 |

Next results:
SMILES	proKLK7 act	NPR2 activator	hcDAF-12 act	GAA850 FXN act	DAX1 inh-1	hgDAF12 agonist	GC-A act	DAX1 inh-2	sPLA2-III inh	SMARCA2 activ	ssDAF-12 act
CC(=O)c1cccc(NC(=O)C(C)OC(=O)c2ccc(-n3cnnn3)cc2)c1 (configuration not stated)	0.1	-2	-1.8	0.4	-1.4	-3.1	-2	-0.7	-2	-2	-0.8
O=C(CSc1ccc(-c2ccccn2)nn1)N1CCCC1	0.2	-1	1.1	1.8	0.5	3.0	-4	1.6	1	4	-1.7
Cc1ccc(-c2cc(C(=O)NN=Cc3ccc(N(C)C)cc3)[nH]n2)cc1C	-0.1	1	2.8	.	0.2	4.0	1	.	2	4	-1.0
Cc1nnc(C)c2c(C)n(C(C)c3ccccc3)c(C)c12 (configuration not stated)	2.3	6	-2.0	1.2	-0.4	2.8	0	0.4	-4	-3	-1.8
CS(=O)(=O)N(CC(=O)N1CCCCC1)c1ccc2c(c1)OCO2	0.0	0	0.3	-1.8	0.1	1.1	2	0.1	-10	5	-2.0
Cc1nc2ccc(NS(=O)(=O)c3ccc(F)cc3F)cc2s1	0.2	6	-0.8	-1.1	-0.5	-0.8	0	-0.8	2	-2	-0.8
O=C(c1nc2ccc(Cl)cn2c1CN1CCC(O)CC1)N1CCc2ccccc2C1	0.4	-3	0.6	0.7	1.3	1.2	1	0.1	-2	4	0.5
Cc1ccc(S(=O)(=O)N2CCN(C(=O)C3CCCCC3)CC2)cc1	0.2	3	-2.1	1.4	-1.0	0.6	-2	-0.7	-6	-2	-1.4
O=C(O)CSc1ncnc2sc3c(c12)CCCC3	0.2	-4	2.1	-1.2	-0.3	2.0	1	0.7	1	1	-1.6
